# Source: PubChem BioAssay
# DYRK1A inh – Dyrk1A (rat) kinase inhibition. Q63470. ADP-Glo luminescence, NFATc1 peptide. inhibition, % at 12.5 µM. 310,000 tested, 0.43% active. AID 504441; in the data active = inhibition above about 50%;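 also: plate controls were vehicle with enzyme for no effect and no enzyme for full effect; many of its hits are not listed in these tables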
# HSF-1 act – increases HSF-1 driven luciferase reporter signal; NIH3T3-HGL HSF-1 luciferase reporter, MG132, 8 h; 100% = twice DMSO control signal; activation, % at 9 µM; 300,000 tested, 1.7% active;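 active = mean replicate activation of at least 50% with a set share of replicates each reaching 50%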;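 also: 0% = median of the neutral control wells and 100% = twice that signal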
# KLF5 inhibitor – suppresses KLF5 promoter-driven expression; 290,000 tested, 0.23% active; DLD-1 KLF5 promoter-luciferase reporter, luminescence; inhibition, % at 5 µM; AID 1700;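 active = inhibition above a per-plate limit of that plate's mean compound inhibition plus 3 SD, cut at about 60% in these data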;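 also: 0% = DMSO wells and 100% = LY294002 at 200 µM; higher means less KLF5 promoter-driven luciferase light; inactives centre near -14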
# GSK3 alpha inh – inhibitors of human GSK-3 alpha kinase; ADP-Glo luminescence, 60 min; inhibition, % at 10 µM; 320,000 tested, 0.1% active; AID 2650;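 in the data active = inhibition above about 50%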;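 also: GST-tagged GSK-3 alpha with peptide substrate and 25 µM ATP; 0% = DMSO neutral wells and 100% = GW8510 positive control wells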
# Target sequence (P49840 whole entry, looked up): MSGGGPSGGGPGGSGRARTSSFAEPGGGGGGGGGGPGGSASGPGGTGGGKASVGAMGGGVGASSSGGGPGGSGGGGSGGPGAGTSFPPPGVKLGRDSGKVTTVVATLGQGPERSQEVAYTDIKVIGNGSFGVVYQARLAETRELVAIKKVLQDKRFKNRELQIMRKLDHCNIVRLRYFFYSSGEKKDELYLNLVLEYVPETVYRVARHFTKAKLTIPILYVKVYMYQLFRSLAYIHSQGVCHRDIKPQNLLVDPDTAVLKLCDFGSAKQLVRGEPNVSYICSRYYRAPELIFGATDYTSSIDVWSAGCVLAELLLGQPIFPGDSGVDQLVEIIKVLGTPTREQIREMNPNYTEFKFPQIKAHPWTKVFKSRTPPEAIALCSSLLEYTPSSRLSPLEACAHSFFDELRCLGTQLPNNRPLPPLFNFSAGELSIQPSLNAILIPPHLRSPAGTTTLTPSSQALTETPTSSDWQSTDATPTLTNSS
# HSP90 inh – HSP90 refolding inhibition in rabbit reticulocyte lysate; 290,000 tested, 0.91% active; inhibition, % at 5.6 µM; luciferase refolding luminescence, 3 h;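 active = inhibition above the screen-wide mean plus 3 SD, computed separately per campaign, cut at about 16% in these data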;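 also: 0% = DMSO wells and 100% = 60 µM geldanamycin wells; inhibitors lower the luminescence because luciferase stays unfolded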
# Platelet DG rel – platelet dense granule release activity | human platelet-rich plasma, SFLLRN dense granule ATP release, luminescence | inhibition, %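 (compounds screened at 7.5 µM in platelet-rich plasma)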 | 300,000 tested, 0.22% active | AID 1663;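 active = mean replicate score, as percent of positive control, at or above 50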
# IEC-6 cytotox – counter-screen for KLF5 inhibitors: cytotoxicity in IEC-6 cells; inhibition, % at 5 µM; IEC-6 cytotoxicity, luminescence viability; AID 1825; 290,000 tested, 0.78% active; in the data active = inhibition above about 22%;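 also: 0% = plate median of test compound wells and 100% = cytotoxic reference compound wells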
# HSF1 inh – HSF1 inhibition | activity change, negative = inhibition, % at 7.5 µM (by protocol) | NIH3T3-HGL HSE-luciferase, MG132-induced, luminescence 8 h; active compounds read low | AID 2098 | 300,000 tested, 0.77% active;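 active = more than half of replicate wells show activity change below -50%, luminescence cut by over half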;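 also: luciferase reports HSF-1 transcriptional activity via heat shock element; 0% = median of DMSO wells and -100% = zero luminescence signal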
# GSK3B inh – inhibitors of human GSK3beta kinase | P49841 | GST-GSK3beta kinase, ADP-Glo luminescence, 60 min; active compounds read low | activity score (negative = inhibition), % at 10 µM | 300,000 tested, 0.038% active | AID 2097;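 active = more than half of replicate wells score below -50%, meaning over 50% inhibition versus plate controls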;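 also: 0% = median DMSO wells and -100% = median GW8510 positive control wells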
# Target sequence (P49841 whole entry, looked up): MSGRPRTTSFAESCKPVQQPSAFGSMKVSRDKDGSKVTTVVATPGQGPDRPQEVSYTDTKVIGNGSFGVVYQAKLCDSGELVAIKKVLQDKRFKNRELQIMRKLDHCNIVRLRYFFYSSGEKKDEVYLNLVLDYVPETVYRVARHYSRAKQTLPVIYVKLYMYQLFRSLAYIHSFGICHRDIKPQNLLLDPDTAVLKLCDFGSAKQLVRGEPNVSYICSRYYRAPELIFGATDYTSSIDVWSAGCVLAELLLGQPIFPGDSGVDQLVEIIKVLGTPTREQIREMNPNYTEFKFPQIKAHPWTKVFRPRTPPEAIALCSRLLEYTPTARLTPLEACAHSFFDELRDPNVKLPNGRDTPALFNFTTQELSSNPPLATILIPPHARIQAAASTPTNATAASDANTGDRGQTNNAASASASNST
#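 Assay system: GST-tagged human GSK3beta kinase, cell-free; Input: 1.6 ng GSK3beta; Medium: Tris/MgCl2 kinase buffer; Timing: 60 min enzyme reaction, room temperature; Signal: ADP-Glo luminescence quantifying ADP generated by kinase; Evaluation: score relative to plate controls; Benchmarks: DMSO neutral wells and GW8510 at 20 µM as positive.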
# aSyn 5UTR inh – 5' untranslated region of α-synuclein, MLPCN primary screen | alpha-synuclein 5'UTR reporter, inhibitor activity | inhibition, % (tested at 7.5 µM) | AID 1813 | 300,000 tested, 0.82% active; in the data active = inhibition above about 60%;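 also: H4 neuroglioblastoma cells stably carrying SNCA 5'UTR luciferase fusion; 0% = DMSO wells and 100% = positive control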
# Starred values were filed as active, the others as inactive; . = no result given. Only part of the results is shown, so the mix of outcomes need not match the whole.
# Preview, three compounds:
# Values run as follows: DYRK1A inh	HSF-1 act	KLF5 inhibitor	GSK3 alpha inh	HSP90 inh	Platelet DG rel	IEC-6 cytotox	HSF1 inh	GSK3B inh	aSyn 5UTR inh
COc1ccc(-c2nc3ccc(N4CCN(C)CC4)cc3c(=O)[nH]2)cc1
    -6.6	-5.7	-43.5	0.2	3.5	-7.1	4.3	4.0	0.4	-13.0
O=C(CSc1nnnn1-c1ccc(O)cc1)N1N=C(c2ccc3ccccc3c2)CC1c1ccccc1 (stereo unspecified)
    .	20.8	-21.3	-1.4	2.5	-1.2	2.0	8.4	2.4	-42.4
COc1ccc(-c2c(C)nn3c(-c4ccccc4)cc(C)nc23)cc1
    -3.3	-0.7	-16.0	-2.0	2.2	0.9	1.6	1.5	-1.3	-22.5

# All compounds of this part (from the top)
# Values run as follows: DYRK1A inh	HSF-1 act	KLF5 inhibitor	GSK3 alpha inh	HSP90 inh	Platelet DG rel	IEC-6 cytotox	HSF1 inh	GSK3B inh	aSyn 5UTR inh
COc1ccc(-c2nc3ccc(N4CCN(C)CC4)cc3c(=O)[nH]2)cc1
    -6.6	-5.7	-43.5	0.2	3.5	-7.1	4.3	4.0	0.4	-13.0
O=C(CSc1nnnn1-c1ccc(O)cc1)N1N=C(c2ccc3ccccc3c2)CC1c1ccccc1 (stereo unspecified)
    .	20.8	-21.3	-1.4	2.5	-1.2	2.0	8.4	2.4	-42.4
COc1ccc(-c2c(C)nn3c(-c4ccccc4)cc(C)nc23)cc1
    -3.3	-0.7	-16.0	-2.0	2.2	0.9	1.6	1.5	-1.3	-22.5
CC(OC(=O)c1cccnc1)C(=O)Nc1ccc2c(c1)OCO2 (stereo unspecified)
    -6.1	-9.7	-6.1	-0.3	-2.0	-4.6	4.6	-3.5	1.5	6.8
CN(C)CCCN(C(=O)c1cccc(N2C(=O)CCC2=O)c1)c1nc2cc3c(cc2s1)OCO3
    2.2	-9.9	-17.7	-1.2	6.8	-7.5	3.4	0.0	-0.9	10.7
COC(=O)c1cccc(N(C(=O)c2cnccn2)C(C(=O)NCc2ccccc2)c2ccco2)c1 (stereo unspecified)
    -3.7	5.5	8.2	-1.1	1.1	8.0	3.2	-1.5	4.6	20.9
O=C(CN1C(=O)NC2NC(=O)NC21)NC1CCCCC1 (stereo unspecified)
    3.5	-21.1	.	1.8	.	-2.8	.	1.2	1.1	-4.4
Fc1cccc2sc(N3CCCC3)nc12
    .	8.7	-56.0	-3.7	1.4	-0.8	-2.0	3.5	0.8	-79.2
COC(C(=O)Nc1ccnn1C1CCN(C(=O)c2ccc(C)cc2)CC1)c1ccccc1 (stereo unspecified)
    .	-6.3	-28.0	-1.0	0.1	-0.7	2.8	1.5	1.1	2.2
COC(=O)c1ccc(COC(=O)c2ccc(CS(=O)(=O)c3ccc(C)cc3)cc2)cc1
    -1.3	-32.6	-25.4	-0.1	1.4	6.5	-1.5	-14.5	-1.4	-14.4
O=[N+]([O-])c1cccc(-c2csc(Nc3ccccc3)n2)c1
    9.7	0.7	-93.2	0.0	1.0	5.2	14.8	9.9	2.3	-299.0
Cc1ccc(C(=O)C2=C(O)C(=O)N(c3ncccn3)C2c2ccccc2F)o1 (stereo unspecified)
    -5.5	-1.4	-17.3	-0.3	3.4	-12.1	0.5	-0.8	3.0	-6.0
COc1ccc(S(=O)(=O)CC(=O)Nc2nnc(C(F)(F)F)s2)cc1
    -4.4	-20.4	-38.6	-3.0	-3.8	0.7	5.7	-3.6	1.9	23.3
CCOC(=O)N1CCN(C(=O)c2ccc3c(c2)N(Cc2ccc(F)cc2)CCS3)CC1
    -1.8	11.9	-6.5	-0.5	-0.8	-1.1	4.0	3.3	1.2	-4.9
CCC(=O)NC(=S)Nc1ccc(NC(=O)c2ccc(OC)cc2)cc1
    2.3	-15.9	28.8	1.3	2.1	10.5	-2.0	2.9	-0.6	-6.2
O=C(CN1C(=O)C(=O)N(Cc2ccco2)C1=O)c1c[nH]c2ccccc12
    -2.0	-1.4	-15.0	-1.0	0.2	-41.1	-6.2	-1.8	3.0	11.8
NNC(=S)NCc1ccco1
    -8.6	9.1	-7.1	2.2	3.9	16.0	6.6	4.2	3.1	-7.7
COc1cc2nc(N(CCCN(C)C)C(=O)c3ccc(S(=O)(=O)N(C)C4CCCCC4)cc3)sc2cc1OC
    -3.1	0.7	.	3.7	.	-0.9	.	-1.4	0.7	-12.3
Cc1sc2ncn(CC(=O)NCCCN3CCC(C)CC3)c(=O)c2c1S(=O)(=O)N1CCC(C)CC1
    18.2	12.3	-20.2	-2.7	-2.5	4.6	-5.2	-0.9	1.9	0.9
COc1ccc(CC(=O)Nc2ccc(-c3noc(COc4ccccc4C)n3)cc2)cc1
    -5.1	-19.0	-20.4	.	5.8	-4.3	9.0	-9.3	-0.1	-37.5

# Values run as follows: DYRK1A inh	HSF-1 act	KLF5 inhibitor	GSK3 alpha inh	HSP90 inh	Platelet DG rel	IEC-6 cytotox	HSF1 inh	GSK3B inh	aSyn 5UTR inh
Cc1ccccc1-n1nnnc1SCC(=O)c1c(N)n(C)c(=O)n(C)c1=O
    -10.2	-1.6	-13.2	.	1.0	-0.4	-0.7	-1.4	-1.7	-0.5
CCOC(=O)C1=C(C)NC(=S)NC1c1ccc(-c2ccc(Cl)cc2)o1 (stereo unspecified)
    .	-2.5	11.9	-1.2	-0.9	-18.1	2.3	-1.2	2.5	-35.1
COc1cccc(CN2CC(C(=O)N3CCCCCCC3)CCC2=O)c1 (stereo unspecified)
    -7.2	-13.6	-6.1	-0.8	0.4	-2.3	-2.0	3.2	0.1	5.2
Cc1ccccc1C(=O)N1CCCC(N2CCN(Cc3ccc4c(c3)OCO4)CC2)C1 (stereo unspecified)
    -0.5	1.4	-12.4	1.6	-3.0	-1.0	-4.2	-3.5	2.9	-9.6
CCc1ccccc1NC(=O)CNC(=O)CCc1nc2sc3c(c2c(=O)[nH]1)CCCC3
    0.8	31.2	.	-0.2	.	-15.4	.	4.5	-1.8	8.9
Cc1ccc(C2=NC3(CCCC3)N=C2SCC(=O)Nc2ccc3c(c2)OCCO3)cc1
    3.1	18.9	-0.3	.	1.5	-7.0	-2.5	17.1	-1.8	-3.1
Cc1c(C(=O)Nc2ccc(Cl)cc2)c2ccccn2c1C(=O)c1ccc([N+](=O)[O-])cc1
    -17.5	11.1	-20.9	-2.6	6.4	2.4	-4.0	2.1	-1.4	3.2
COc1ccc(CCNC(=O)Cn2c(=O)n(-c3ccc(F)cc3F)c(=O)c3sccc32)cc1OC
    -1.0	1.8	-6.9	-0.4	-3.9	-0.8	-0.4	2.8	-1.0	-1.8
CCOC(=O)c1cn(-c2ccccc2)nc1-c1cccnc1
    7.9	-5.3	-3.2	-1.8	-1.0	-6.8	2.7	-9.9	-1.3	43.1
C/C(=N\NC(N)=O)c1ccccc1Cl
    .	-5.8	-53.5	-0.7	5.0	6.2	-2.9	-9.8	-0.8	7.2
CCOc1ccc(N(C)C(=O)CCc2nnc3ccc(NCc4ccco4)nn23)cc1
    4.6	-6.7	5.4	-1.7	-7.1	0.6	-8.3	-6.8	0.6	4.5
Cc1ccc(/C=C/C(=O)NC2CCS(=O)(=O)C2)cc1 (stereo unspecified)
    .	10.0	-23.0	-0.8	1.5	-1.7	0.8	-5.1	-1.7	2.2
Cc1ccc(-c2csc(NC(=O)c3ccno3)n2)cc1
    -0.6	13.6	-69.5	2.5	-0.2	0.8	-1.0	4.5	2.2	-128.1
COc1ccc(N2C(=O)C(CC(N)=O)N(NC(=O)CCc3ccccc3)C2=O)cc1 (stereo unspecified)
    -1.7	2.2	-23.9	-1.4	0.6	25.0	-1.9	-10.6	2.4	9.3
CN(CC(=O)Nc1cc(S(=O)(=O)N2CCOCC2)ccc1Cl)C1CCS(=O)(=O)C1 (stereo unspecified)
    -1.5	-1.1	-14.2	1.0	6.3	4.2	0.4	-1.9	2.4	-7.9
Cc1nn(Cc2cccc(C(=O)NN)c2)c(C)c1Cl
    .	2.9	21.6	2.2	2.8	14.6	-2.7	-8.8	14.6	18.1
O=C(CCN1C(=O)c2cccc([N+](=O)[O-])c2C1=O)Nc1nccs1
    -1.9	-10.7	6.3	0.9	-1.3	-6.3	-12.0	-4.2	-2.9	4.9
Cc1ccc(C(=O)N/C(=C/c2ccc(F)cc2)C(=O)NCc2ccncc2)cc1
    2.7	5.5	-4.2	0.6	-1.7	1.0	7.0	-1.0	-0.8	7.0
CC(C)Oc1ccc(-c2nn(-c3ccccc3)cc2/C=c2\sc3ncnn3c2=O)cc1
    .	.	3.4	-1.7	-2.8	.	8.5	.	.	.
O=C(CC1Nc2ccccc2NC1=O)NCCCN1CCCCCC1 (stereo unspecified)
    -5.3	28.4	-24.1	7.5	1.1	0.7	-6.2	-3.6	-1.6	4.6

# Values run as follows: DYRK1A inh	HSF-1 act	KLF5 inhibitor	GSK3 alpha inh	HSP90 inh	Platelet DG rel	IEC-6 cytotox	HSF1 inh	GSK3B inh	aSyn 5UTR inh
COc1cc(C)nc(N2CCCC(C(=O)Nc3cccc(Cl)c3Cl)C2)n1 (stereo unspecified)
    2.1	-7.8	-17.5	-4.7	3.9	4.2	-2.2	1.4	-1.6	0.7
O=C(CSc1nc(-c2ccco2)cc(C(F)(F)F)n1)N1CCSCC1
    0.9	5.2	-2.1	0.5	-1.6	1.0	-0.3	-5.2	-2.7	-22.3
COc1ccc(-c2nnc(SCC(=O)Nc3cccnc3Cl)n2C)cc1
    0.6	7.2	.	-2.0	.	5.8	.	-3.8	0.8	-0.7
COC(=O)N/N=C/c1ccc(-c2ccccc2Cl)o1
    7.0	8.0	-51.6	3.5	-2.9	-12.2	-2.9	2.9	2.1	-20.0
CCC(CC)C(=O)Nc1ccc([N+](=O)[O-])cn1
    0.9	-11.0	9.7	0.4	-0.5	-9.0	4.2	0.1	-3.2	0.6
COc1cc(C2SCC(=O)N2CCc2ccc(OC)c(OC)c2)ccc1O (stereo unspecified)
    -4.2	11.5	-26.5	0.7	-0.6	6.0	0.5	7.9	0.5	12.5
O=C1CC(Cc2ccc(Cl)cc2)C(=O)N1c1ccccn1 (stereo unspecified)
    2.3	11.1	-29.9	-2.8	4.0	-8.7	4.4	0.6	1.1	8.9
COc1ccc(Cl)cc1C(=O)Nn1cnnc1
    .	-2.9	-2.6	-0.3	-3.1	1.3	-2.7	-6.8	1.1	-3.8
O=C(NCc1ccco1)c1cccc(Br)c1
    .	8.1	-14.8	0.7	-0.6	-6.3	-1.3	3.9	2.7	-5.1
COc1cccc(CNC(=O)C(=O)NCCC2CCCCN2S(=O)(=O)c2ccc(C)cc2)c1 (stereo unspecified)
    0.6	-8.4	.	-1.0	.	2.3	.	-3.8	1.7	-13.1
NCCCC[C@@H]1NC(=O)c2cc([N+](=O)[O-])cc(F)c2NCCCC[C@@H](C(N)=O)NC(=O)CNC1=O
    0.9	-11.8	14.9	2.5	-3.4	1.8	1.4	3.3	-0.4	5.3
CCCN1C(=O)SC(CC(=O)Nc2ccc(C)cc2)C1=O (stereo unspecified)
    9.2	-3.4	-24.9	-0.9	0.2	-0.5	3.3	-5.3	-0.9	-27.4
CC(C)(C)c1cc(=O)[nH]c(SCc2ccccc2Cl)n1
    -3.0	1.9	-31.9	4.1	5.2	2.9	10.8	-2.9	0.1	19.1
CCCCCCCCc1nnc(NC(=O)c2ccco2)s1
    -9.9	1.6	-71.9	-3.8	24.8*	-6.4	-2.4	0.8	2.0	-16.7
